Compound activity: PubChem, several laboratories
LANA DNA inh = inhibitors of KSHV LANA C-terminal domain DNA binding. inhibition, % at 9 µM. 0.078% of 340,000 active. MBP-C-LANA/FAM-LBS DNA binding, fluorescence polarization;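 active = highest replicate inhibition at or above 60% at 9 µM, even if other replicates fall short; inactive = all replicates below 60% inhibition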;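 also: 0% = neutral control wells and 100% = 4 µM acridine orange control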
dFosB act = mouse delta FosB homodimer activation; P13346; purified delta FosB, TAMRA-CDK5 oligo fluorescence polarization; percent of positive-control signal above neutral wells; 0.99% of 340,000 active; activation, % at 25 µM;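 active = mean activation above about 17%, with every replicate also reaching it, limit read from the data, passing the limit was not always enough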;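 also: fluorescence polarization rise as delta FosB binds a TAMRA Cdk5 AP-1 oligo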
Target sequence (P13346 whole entry, looked up): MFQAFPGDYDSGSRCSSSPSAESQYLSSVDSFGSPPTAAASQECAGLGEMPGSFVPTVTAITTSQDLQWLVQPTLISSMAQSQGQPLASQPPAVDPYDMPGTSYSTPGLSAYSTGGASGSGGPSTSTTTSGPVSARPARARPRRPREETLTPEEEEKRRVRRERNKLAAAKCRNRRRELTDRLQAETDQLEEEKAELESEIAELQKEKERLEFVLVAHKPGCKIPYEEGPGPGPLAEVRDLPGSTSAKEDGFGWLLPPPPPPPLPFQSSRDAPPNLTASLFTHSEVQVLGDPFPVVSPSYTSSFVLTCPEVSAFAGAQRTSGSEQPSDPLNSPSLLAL
PfHsp90 yeast 2 = reduces growth (ATP signal) of yeast expressing P. falciparum Hsp90; 0.32% of 310,000 active; inhibition, % at 9.4 µM; S. cerevisiae expressing PfHsp90, BacTiter-Glo ATP, 48 h; yeast lacking PDR1 and PDR3 efflux regulators;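 active = every replicate shows inhibition above about 80%, whatever the replicate mean, limit read from the data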;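 also: 0% = DMSO neutral controls and 100% = 20 µM radicicol positive controls; yeast relying on Plasmodium falciparum Hsp90 in place of its own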
RTF Ca sens inh = cardiac RTF calcium desensitization | P19429+P45379 | IANBD-labeled cardiac RTF, Ca2+ fluorescence | inhibition, % at 7.15 µM | 0.12% of 340,000 active | AID 493244;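 active = inhibition above the mean inhibition of all tested compounds plus 3 SD, cut at about 17% in these data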;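 also: assay run at fixed EC70 calcium of 1.6 mM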
Keap1-Nrf2 PPI = disrupts human Keap1 binding to Nrf2 peptide; Keap1 Kelch-Nrf2 peptide fluorescence polarization, 1536-well; inhibition, % at 9.4 µM; 0.15% of 340,000 active; in the data active = inhibition above about 12%;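 also: human Keap1 Kelch domain with fluorescein labeled Nrf2 9mer peptide probe; 0% = neutral control wells and 100% = peptide positive control; higher means more block of Keap1 binding to Nrf2 peptide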
PvdQ acylase = blocks Pseudomonas aeruginosa PvdQ acylase activity | inhibition, % at 10 µM | 0.063% of 340,000 active | purified PvdQ acylase, fluorescence plate reader | AID 488965; in the data active = inhibition above about 30%, passing the limit was not always enough;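 also: 0% = vehicle neutral wells and 100% = reference inhibitor wells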
Rtt109 Vps75 = blocks Candida albicans Rtt109/Vps75 acetyltransferase activity; purified Rtt109/Vps75, ThioGlo CoA-SH fluorescence, 4 h; inhibition, % at 34.9 µM; 0.16% of 330,000 active;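 active = inhibition of at least 50% in every replicate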
Target sequence (Q5AAJ8 whole entry, looked up): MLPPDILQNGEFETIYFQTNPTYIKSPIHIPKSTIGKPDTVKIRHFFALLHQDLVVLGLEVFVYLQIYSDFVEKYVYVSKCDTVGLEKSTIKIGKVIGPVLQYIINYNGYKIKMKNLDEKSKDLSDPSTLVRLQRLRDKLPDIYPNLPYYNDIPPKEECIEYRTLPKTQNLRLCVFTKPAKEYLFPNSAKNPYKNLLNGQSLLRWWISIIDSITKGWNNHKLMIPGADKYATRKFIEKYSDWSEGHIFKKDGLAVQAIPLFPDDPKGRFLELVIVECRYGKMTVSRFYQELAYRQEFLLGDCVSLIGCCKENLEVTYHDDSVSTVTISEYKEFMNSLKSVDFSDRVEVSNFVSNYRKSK
RTF Ca sens act = cardiac RTF calcium sensitization. IANBD-labeled TnC RTF fluorescence at EC20 calcium; 0% EC20 calcium, 100% full calcium. activation, % at 7.2 µM. 0.24% of 340,000 active. AID 493008;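 active = activation above the mean over all tested compounds plus 3 SD, cut at about 30% in these data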;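 also: rise in fluorescence read as greater calcium sensitivity of cardiac thin filaments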
NSD2 HMT inh = blocks human histone methyltransferase NSD2; NSD2 peptide methylation, AlphaScreen, 120 min; 0.54% of 310,000 active; inhibition, % at 12.5 µM; in the data active = inhibition above about 50%
CDK5 p35 inh = inhibitors of human CDK5/p35 kinase; Q00535+Q15078; Recombinant CDK5/p35, ADP-Glo luminescence, 60 min; 0.01% of 330,000 active; inhibition, % at 10 µM;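 active = highest replicate inhibition of at least 50% and at least 75% of replicates reaching 50%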;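 also: plate controls were DMSO neutral control for no effect and GW8510 at 10 µM for full effect; many of its hits are not listed in these tables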
Mot1-301 SUMO = blocks SUMOylation pathway, rescuing yeast Mot1-301 growth; S. cerevisiae Mot1-301 growth rescue, ATP luminescence, 38.5C; percent above DMSO median, 100 means doubled; growth rescue, % at 18.8 µM; 1% of 320,000 active;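 active = every valid replicate shows activation above 250% relative to neutral control wells; inactive = the rest, any valid replicate at or below 250%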;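 also: OY570 slx delta 5 strain wells were the positive control but not used for scaling; some compounds called inactive have numbers as strong as hits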
* hit, by the source's call; · = no result given. Rows were taken by chance. About 3.2% of those tested had a hit in this group.

SMILES	LANA DNA inh	dFosB act	PfHsp90 yeast 2	RTF Ca sens inh	Keap1-Nrf2 PPI	PvdQ acylase	Rtt109 Vps75	RTF Ca sens act	NSD2 HMT inh	CDK5 p35 inh	Mot1-301 SUMO
O=C(COC(=O)CC12CC3CC(CC(Br)(C3)C1)C2)NC(=O)NCc1ccco1	-0.7	-3	8	-1	-9	-13	-1	7	0	-0.1	-9
CC1(C)Cc2c(sc(NC(=O)c3ccccc3Cl)c2C(=O)O)CO1	-2.0	2	0	-8	-2	-19	3	4	33	0.6	-9
O=S(=O)(NCC(c1cccnc1)N1CCN(Cc2ccccc2)CC1)c1ccccc1 (stereo not given)	0.4	0	9	-13	3	9	18	5	·	-1.2	7
CC(C)c1ccc(OCC(=O)NNC(=S)NC(=O)c2cccs2)c(Br)c1	-0.1	12	-16	-1	0	-7	-1	-5	3	-0.6	-8
CCN(CC)S(=O)(=O)c1ccc(NS(=O)(=O)CC23CCC(CC2=O)C3(C)C)cc1 (stereo not given)	1.9	-5	-6	-3	-4	4	-3	4	-4	-1.6	-6
C(=N\c1c(-c2ccccc2)nc2n1CCS2)/c1ccccc1	0.1	-9	-16	-7	-2	7	2	-4	11	1.3	-34
O=C(O)c1ccc([N+](=O)[O-])c(CS(=O)(=O)c2ccc(Cl)cc2)c1	-1.6	5	27	2	4	5	-5	-3	-2	0.2	-6
COCCNc1ccc([N+](=O)[O-])cc1C(=O)NC1CCCc2ccccc21 (stereo not given)	-1.1	-8	-2	6	-1	-5	-7	-3	4	-0.6	6
O=C(Nc1ccsc1C(=O)O)c1ccccc1Cl	0.5	0	12	6	-3	4	5	1	1	-1.1	-14
Cc1ccccc1NC(=O)c1cccc(N2C(=O)C3CCCCC3C2=O)c1 (stereo not given)	-0.1	-7	-28	1	-4	-9	-1	3	10	-1.9	-17
CCCCc1nc2cc(C(=O)N3CCCC(OCCC)C3)ccc2o1 (stereo not given)	0.5	-7	8	-1	-4	-14	5	3	-11	0.4	1
NNC(=O)COc1ccc2oc3c(c2c1)CCCC3	1.2	-3	9	6	-3	-13	-11	-2	4	-0.8	-9
COc1ccc(S(=O)(=O)N2CCc3ccccc32)cc1C(=O)NC1(C)CCS(=O)(=O)C1 (stereo not given)	0.3	-2	0	-5	0	1	5	0	0	-1.4	-1
CCCN(CCC)S(=O)(=O)c1cc(Br)cc2c1N(C(=O)CC)CC2	-0.7	-13	·	-17	-10	-12	-7	4	-7	-0.8	12
CCc1ccccc1NC(=O)CN(C)C(=O)CSc1nn(-c2ccc(F)cc2)c(=S)s1	1.8	-1	7	14	-1	1	-10	-3	0	-1.1	2
O=C(c1ccc(S(=O)(=O)c2ccc(F)cc2)c([N+](=O)[O-])c1)N1CCCCCC1	1.0	-2	-26	-11	-3	-9	-2	-5	·	0.7	-4
CCOC(=O)C1CCCN(CC(=O)Nc2c(C(=O)OC)[nH]c3ccc(Br)cc23)C1 (stereo not given)	2.9	-5	6	5	-3	-7	8	1	0	0.6	·
CCN(CC)S(=O)(=O)c1cc(C(=O)Nc2cc(C)on2)ccc1Cl	1.1	-14	14	-16	-3	7	10	2	7	-1.2	13
CCOc1ccccc1N(CC(=O)NC1CCCC1)C(=O)CNC(=O)c1cccs1	1.1	-8	-10	-8	3	5	5	2	-2	-2.2	42
CCC(CC)NC(=O)c1ccc(Cl)cc1	-0.2	-3	-18	5	-6	-9	5	4	-6	-2.0	62
O=C(NCc1ccccc1)c1ccc2nnsc2c1	0.7	-6	-4	-7	1	-13	-2	7	-1	-0.5	23
COc1ccc(-n2cc(C#N)c(=O)n(Cc3ccc(F)cc3)c2=O)cc1	-0.2	1	-6	-6	1	29	-2	-3	1	4.7	8
CCNC(=S)Nc1ccc(Cl)cc1	1.4	-6	17	-10	2	-8	-5	7	-2	0.0	-6
COc1ccc(CNC(=O)CN2C(=O)NC(C)(c3ccc(C(C)(C)C)cc3)C2=O)cc1 (stereo not given)	0.4	-11	15	-1	-2	-14	-3	-2	7	-1.6	-6
CCOC(=O)/C(=C\c1ccc(Cl)cc1)c1nc2sc(C)c(C)c2c(=O)[nH]1	0.5	-10	-46	-4	-3	16	-1	9	8	3.1	-25
New compounds follow
SMILES	LANA DNA inh	dFosB act	PfHsp90 yeast 2	RTF Ca sens inh	Keap1-Nrf2 PPI	PvdQ acylase	Rtt109 Vps75	RTF Ca sens act	NSD2 HMT inh	CDK5 p35 inh	Mot1-301 SUMO
Cc1ccc(C(=O)N/N=C(\CC(C)C)c2ccccc2)cc1	-1.3	-5	-6	-2	-2	5	-3	-6	-4	-1.2	0
COc1cccc(C2CC(c3ccc(C)cc3)Nc3nc(N)nn32)c1 (stereo not given)	0.5	-1	17	1	-1	-26	-2	7	·	-4.7	-10
CC(Oc1ccc2c3c(c(=O)oc2c1)CCC3)C(=O)NCCN1CCOCC1 (stereo not given)	1.1	-8	-1	-6	1	6	-7	6	-7	-0.7	47
COc1ccc(NS(=O)(=O)c2cccc(C(=O)N/N=C(\C)c3cccnc3)c2)cc1	-0.1	-19	·	-5	-7	-9	4	-2	-2	2.9	·
Cc1ccn2c(Nc3ccccc3C)c(-c3ccncc3)nc2c1	-0.6	-5	8	7	2	2	17	-3	-4	-1.4	-1
COc1cc2c(cc1OC)C(c1ccccc1)NC(C)(C)C2 (stereo not given)	0.2	5	3	-3	0	-5	1	0	1	-0.5	-5
O=C(c1sc2ccccc2c1Cl)N1CCN(c2ccccn2)CC1	1.0	-8	-8	-8	0	-1	17	-3	2	0.2	-8
CN(C)c1ccc(NS(=O)(=O)c2cccc(Cl)c2)cc1	2.8	-1	13	-3	-4	3	13	-10	9	1.1	733*
Cc1ccsc1/C=N/N=C1\C(=O)Nc2ccccc21	1.3	-10	2	4	0	-3	1	-2	7	-0.1	28
O=C(COC(=O)c1cccc(C(=O)OCC(=O)c2ccc(Br)cc2)n1)c1ccc(Br)cc1	0.4	3	2	-2	-2	8	10	-3	9	-0.1	280
O=[N+]([O-])c1ccc(NN=Cc2ccc3c(c2)OCO3)nc1	-1.1	-9	-16	-1	-2	-4	1	-5	-5	0.7	·
COc1ccccc1-c1c(C#N)c(N)nc2c1CCc1ccccc1-2	0.6	-7	-40	-6	-13	-57	-34	7	-7	-1.7	-29
COC(=O)c1cnn(-c2ccccc2)c1N	-0.4	0	-9	7	4	0	0	4	·	2.8	·
COc1ccc(COc2ccccc2C(=O)NCc2ccccc2)cc1F	2.9	1	-3	0	1	4	0	2	-3	-0.7	197
O=C(Nc1ccc(Cc2ccncc2)cc1)C1CCC(N2C(=O)C3C4C=CC(C4)C3C2=O)CC1 (stereo not given)	2.7	1	4	-30	-3	-5	2	4	-1	0.7	-4
Cc1ccc(NC(=O)COC(=O)c2ccc(NC(=O)CC#N)cc2)cc1S(=O)(=O)N1CCOCC1	2.9	-4	·	3	-6	8	-2	-3	-1	0.7	6
Cc1cc2c(cc1C)NC(c1ccccn1)C1=C(CC(C)(C)CC1=O)N2 (stereo not given)	-0.5	4	-2	3	-4	10	6	-5	-2	-0.4	-6
O=C(CN1C(=O)NC2(CCCCC2)C1=O)Nc1ccc2c(c1)CCC2	-0.3	-10	38	8	0	-3	8	3	2	-1.4	2

By substructure: the compounds so far with four or more nitrogen atoms (seven)
SMILES	LANA DNA inh	dFosB act	PfHsp90 yeast 2	RTF Ca sens inh	Keap1-Nrf2 PPI	PvdQ acylase	Rtt109 Vps75	RTF Ca sens act	NSD2 HMT inh	CDK5 p35 inh	Mot1-301 SUMO
O=S(=O)(NCC(c1cccnc1)N1CCN(Cc2ccccc2)CC1)c1ccccc1 (stereo not given)	0.4	0	9	-13	3	9	18	5	·	-1.2	7
CCc1ccccc1NC(=O)CN(C)C(=O)CSc1nn(-c2ccc(F)cc2)c(=S)s1	1.8	-1	7	14	-1	1	-10	-3	0	-1.1	2
COc1cccc(C2CC(c3ccc(C)cc3)Nc3nc(N)nn32)c1 (stereo not given)	0.5	-1	17	1	-1	-26	-2	7	·	-4.7	-10
COc1ccc(NS(=O)(=O)c2cccc(C(=O)N/N=C(\C)c3cccnc3)c2)cc1	-0.1	-19	·	-5	-7	-9	4	-2	-2	2.9	·
Cc1ccn2c(Nc3ccccc3C)c(-c3ccncc3)nc2c1	-0.6	-5	8	7	2	2	17	-3	-4	-1.4	-1
O=[N+]([O-])c1ccc(NN=Cc2ccc3c(c2)OCO3)nc1	-1.1	-9	-16	-1	-2	-4	1	-5	-5	0.7	·
Cc1ccc(NC(=O)COC(=O)c2ccc(NC(=O)CC#N)cc2)cc1S(=O)(=O)N1CCOCC1	2.9	-4	·	3	-6	8	-2	-3	-1	0.7	6

Whole records, quoted from the list. Screens in order: LANA DNA inh | dFosB act | PfHsp90 yeast 2 | RTF Ca sens inh | Keap1-Nrf2 PPI | PvdQ acylase | Rtt109 Vps75 | RTF Ca sens act | NSD2 HMT inh | CDK5 p35 inh | Mot1-301 SUMO
`Cc1ccn2c(Nc3ccccc3C)c(-c3ccncc3)nc2c1` reads -0.6 | -5 | 8 | 7 | 2 | 2 | 17 | -3 | -4 | -1.4 | -1
`COc1cc2c(cc1OC)C(c1ccccc1)NC(C)(C)C2` (stereo not given) reads 0.2 | 5 | 3 | -3 | 0 | -5 | 1 | 0 | 1 | -0.5 | -5
